# Screening data: PubChem, Icahn School of Medicine at Mount Sinai
# ROC1-CUL1 inh: blocks human RBX1-Cullin-1 di-ubiquitin formation. P62877+Q13616. in vitro K48 di-Ub FRET, acceptor:donor ratio, 45 min. inhibition, % at 10 µM. actives 0.6% (n = 140,000); in the data active = inhibition above about 25%
# Target sequence (P62877 whole entry, looked up): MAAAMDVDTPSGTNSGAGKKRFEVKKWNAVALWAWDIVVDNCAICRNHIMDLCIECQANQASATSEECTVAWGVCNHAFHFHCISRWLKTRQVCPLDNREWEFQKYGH
# Target sequence (Q13616 whole entry, looked up): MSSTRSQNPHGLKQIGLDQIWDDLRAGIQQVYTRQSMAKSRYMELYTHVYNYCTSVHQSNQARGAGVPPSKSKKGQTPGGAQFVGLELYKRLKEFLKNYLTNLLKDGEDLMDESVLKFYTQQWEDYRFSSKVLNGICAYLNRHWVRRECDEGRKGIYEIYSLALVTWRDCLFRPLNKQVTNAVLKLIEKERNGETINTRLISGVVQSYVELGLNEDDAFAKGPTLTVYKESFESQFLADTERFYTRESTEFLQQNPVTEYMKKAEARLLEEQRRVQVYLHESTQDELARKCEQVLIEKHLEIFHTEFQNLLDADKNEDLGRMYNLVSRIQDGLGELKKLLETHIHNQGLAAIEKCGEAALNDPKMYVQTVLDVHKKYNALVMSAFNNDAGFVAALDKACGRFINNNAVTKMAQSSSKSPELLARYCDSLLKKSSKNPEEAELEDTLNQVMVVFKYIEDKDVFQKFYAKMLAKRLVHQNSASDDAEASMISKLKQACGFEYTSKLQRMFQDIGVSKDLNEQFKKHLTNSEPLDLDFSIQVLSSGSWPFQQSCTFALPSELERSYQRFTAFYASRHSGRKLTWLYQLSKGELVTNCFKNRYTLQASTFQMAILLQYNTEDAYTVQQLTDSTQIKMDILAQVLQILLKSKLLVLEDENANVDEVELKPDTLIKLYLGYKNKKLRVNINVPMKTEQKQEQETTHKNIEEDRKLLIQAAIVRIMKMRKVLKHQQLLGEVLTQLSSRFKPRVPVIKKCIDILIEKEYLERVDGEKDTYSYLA
# Numbers without * were called inactive; & = joins results of further samples.
SMILES | ROC1-CUL1 inh
COc1cccc(-c2nc3cc(NC(=O)c4ccc(Br)o4)ccc3o2)c1 | -5
Cc1noc(Cn2c(=O)c3cc4c(cc3n(CC(=O)Nc3cccc(Cl)c3)c2=O)OCO4)n1 | -12
C=CCOc1ccccc1NC(=O)c1ccc(Br)o1 | 1
NC(=O)N(O)CCc1ccccc1 | 2
COc1ccc(-c2cc3nc(-c4ccc(Br)cc4)cc(C(F)(F)F)n3n2)cc1 | 10
Cc1ccc(Cl)cc1-c1ccc(/C=C2/C(=O)NC(=S)N(c3ccc(F)cc3)C2=O)o1 | 46*
CCC(=O)N1CCc2cc(S(=O)(=O)NC(Cc3ccccc3)C(=O)O)ccc21 (stereo not given) | -5
O=c1oc2ccc3ccccc3c2cc1-c1nnc(Nc2cccc(C(F)(F)F)c2)s1 | -5
CCN(CC)c1ccc(C2SC(NC(C)=O)=NN2C(C)=O)cc1 (stereo not given) | -3
CC(=O)c1ccc(OCC(=O)N2CCCC(c3nc(-c4ccncc4)ncc3-c3ccccc3)C2)cc1 (stereo not given) | 3
COc1ccc(-c2cc3nc4n(c(=O)c3s2)CCCCC4)cc1 | -8
CC(CNC(=O)c1ccc(CSc2nc3ccncc3n2Cc2ccccc2)cc1)c1ccccc1 (stereo not given) | 9
Cc1nn(-c2ccc(N3CCCCC3)nn2)c(C)c1CCC(=O)Nc1cccc(F)c1 | -12
Cc1ccc(NC(=O)CN2C(=O)CCn3nc(-c4cccn4C)cc32)c(Cl)c1 | 3
COCC(=O)Nc1cc(C(=O)N2CCC(c3ccncc3)CC2)c2c(c1)nc(C1CCC1)n2C | -13
COc1cccc(S(=O)(=O)Nc2ccc(C(=O)N3CCC(Cc4ccccc4)CC3)cc2)c1 | 7
Cc1ncc2c(c1CNC(=O)c1ccsc1)CCN(C(=O)/C=C/c1ccc(Cl)cc1)C2 | 1
Nc1nnn(-c2ccccc2)c1-c1ccccc1 | 6
CN(C)c1ccc2c(c1)C(=O)OC2 | -2
COc1ccc(-c2onc(C)c2C)cc1S(=O)(=O)Nc1ccc(OC(F)(F)F)cc1 | 5

# Continued.
SMILES | ROC1-CUL1 inh
COC(=O)c1cc2oc3ccccc3c2n1CC(=O)Nc1ccc(C)cc1Cl | -8
COc1ccc(-c2cc(C(C)=O)c(C)n2CCC(=O)Nc2cc(Cl)ccc2C)cc1 | 10
Cc1cccc(CNC(C)c2cnc(-c3ccncc3)nc2C)n1 (stereo not given) | 2
Cc1cccc(C)c1N1C(=O)C(Cl)=C(N2CCCCCC2)C1=O | 3
Cc1c(Br)c([N+](=O)[O-])nn1Cc1cccc(C(=O)O)c1 | 1
CC1CCc2onc(C(=O)N3CCN(c4cccc(C(F)(F)F)c4)CC3)c2C1 (stereo not given) | 1
CCCCN(C)c1ccc(-c2nc(COC)no2)cn1 | -5
O=S(=O)(Nc1cccc(-c2ccc(N3CCCC3)nn2)c1)c1ccccc1C(F)(F)F | 1
CC(C)c1ccc(NC(=O)Cn2nnc(C(=O)NCc3ccc(Cl)cc3)c2N)cc1 | 2
O=C(COCc1cc(-c2ccc3c(c2)OCO3)on1)Nc1cc(C(F)(F)F)ccc1Cl | -5
Cc1ccc(NC(=O)C2C3C=CC(C4CC34)C2C(=O)O)cc1Cl (stereo not given) | 0
O=C(NC1CCCCC1)c1ccccc1NC(=S)NC(=O)C1CC1 | 1
O=C(CC1Nc2ccccc2NC1=O)Nc1ccc(N2CCCCC2)cc1 (stereo not given) | 2
CC1(C)SC(c2ccc(Cl)cc2Cl)N[C@H]1C(=O)O (stereo not given in full) | -5
O=C(Nc1ccc(F)c(F)c1)c1ccc(=O)n(Cc2ccc(F)cc2)c1 | -9
CCc1ccccc1NC(=O)c1oc(=O)c2ccccc2c1-c1ccccc1 | -1
COCc1ccc(C(=O)NCc2c(C)ncc3c2CCN(C(=O)c2cc(F)c(F)cc2F)C3)o1 | 6
CSCC[C@H](NS(=O)(=O)c1ccc(F)cc1)C(=O)O | 16
O=C1CCC(CCNCCOc2ccc(F)cc2)N1CCCc1ccccc1 (stereo not given) | -6
COc1cc2c(cc1OC)-c1nnc(C)n1C(C)(C)C2 | 5

# Structures above marked active in ROC1-CUL1 inh:
SMILES | ROC1-CUL1 inh
Cc1ccc(Cl)cc1-c1ccc(/C=C2/C(=O)NC(=S)N(c3ccc(F)cc3)C2=O)o1 | 46*

# Next entries:
SMILES | ROC1-CUL1 inh
CC1(C)O[C@@H]2[C@@H](OCc3ccccc3)O[C@H](C(=O)C(=[N+]=[N-])S(=O)(=O)c3ccccc3)[C@@H]2O1 | 8
CCc1noc(C)c1C(=O)N1CCN(c2cccc(Cl)c2)CC1 | -2
CC(=O)c1cccc(NC(=O)Nc2sc3nc4n(c(=O)c3c2C)CCC(C)CC4)c1 (stereo not given) | -4
COc1cc(OC)c(N(C)C(=O)c2nn(C)c3c2CSc2ccccc2-3)cc1Cl | 3
NC(=O)c1ccc(C2CCCN2C(=O)CCc2cccs2)s1 (stereo not given) | 8
COc1cccc(N2CCN(C(=O)c3cccn3-c3nnc(N4CCCCC4)s3)CC2)c1 | 8
COc1cc(/C=C2\C(=O)N(c3ccc(C(=O)O)cc3)N=C2C)ccc1OCC(=O)NCc1ccccc1 | -10
O=C(NC1CCCN(Cc2ccccn2)C1)c1ccccc1-n1cccn1 (stereo not given) | -4
O=C1C(=NC2CCCCCC2)C(Cl)C(=O)c2ccccc21 (stereo not given) | 0
CC(C)CCc1n[nH]c2c1CN(C(=O)/C=C/c1cnn(C)c1)CC2 | 6
CCC(CO)n1cc(C(=O)/C=C/c2ccccc2)c(=O)[nH]c1=O (stereo not given) | 12
COc1cc(C(=O)/C(=C/c2ccc(F)cc2)c2nc3ccccc3o2)cc(OC)c1OC | -1
Cc1cc(-c2ccc(Cl)cc2)n2ncnc2n1 | -2&-1
O=C(Nc1ccc(Cl)c(NC(=O)c2ccc(Cl)cc2Cl)c1)c1cccs1 | -9
CCCCC1S/C(=N/N=C/c2c(OS(=O)(=O)c3ccc(OC)cc3)ccc3ccccc23)NC1=O (stereo not given) | 1
O=C(c1noc2c1CCCCC2)N1CCN(c2ccc(Cl)cc2)CC1 | -6
CCOC(=O)c1cc2c(=O)n3ccccc3nc2n(CC2CCCO2)c1=NC(=O)c1ccccc1Br (stereo not given) | -2
O=C1OCCN1/N=C/c1ccccn1 | -8
O=C1c2ccccc2Sc2ccccc2C1(O)c1ccccc1 (stereo not given) | 1
CCOC(=O)CSc1nc2sc3c(c2c(=O)n1-c1ccccc1)CCC(C(C)(C)C)C3 (stereo not given) | -3

# The results go on.
SMILES | ROC1-CUL1 inh
Cc1ccc(-n2ncc(C(=O)N3CCN(c4cccc(C)c4C)CC3)c2C2CCNCC2)c(C)c1 | 0
CCOC(=O)c1c(C)nc2sc(C(N)=O)c(N)c2c1-c1ccc(Cl)cc1 | 5
O=C(c1ccc(Cl)s1)N1CCN(S(=O)(=O)c2cccs2)CC1 | -1
Cc1ccc(NC(=O)Cc2cccs2)cc1 | 1
CCOc1ccccc1C(=O)Nc1cccc(O)c1 | 3
O=C(c1ccc2c(c1)N(Cc1ccccc1)C(=O)c1ccccc1S2(=O)=O)N1CCN(c2ccccc2)CC1 | 6
CC(=O)Nc1cc(NC(C)=O)[nH]n1 | -3
O=C(NCC(c1ccc(Cl)cc1)N1CCCCC1)c1ccccc1 (stereo not given) | -2
O=C(CN1CCN(c2ccccc2F)CC1)Nc1cc(C(F)(F)F)ccc1Cl | -2
NC(=O)CSCc1ccc(Br)cc1 | -8
CCOC(=O)C1(CCOc2ccccc2)CCN(C(=O)C2CCOC2)CC1 (stereo not given) | -2
O=C(COc1ccc2ccccc2c1)c1ccc(F)cc1 | -3
Cc1ccnc(SCC(=O)N2c3ccccc3CCc3ccccc32)n1 | -9
COc1cc(CNCC2CCCO2)cc(Cl)c1OCc1ccc(Cl)cc1 (stereo not given) | -1
CCOc1ccccc1N1C(=O)c2ccc(C(=O)Nc3ccc(Br)cc3C(=O)O)cc2C1=O | -3
COc1cccc(NC(=O)CN(Cc2ccccc2)S(=O)(=O)c2ccc3nc(C)sc3c2)c1 | -8
CCc1cc(Br)ccc1NC(=O)c1ccccc1OC1=NC(OC)CC(OC)=N1 (stereo not given) | 1
O=C(N[C@@H]1C[C@H]1c1ccccc1)c1coc(CN2CCN(c3ncccn3)CC2)n1 | -5
COCCCNC(=O)Cc1ccc(Br)cc1 | -8
COc1ccc(-c2oc3ncn4nc(COc5c(C)cccc5C)nc4c3c2-c2ccc(OC)cc2)cc1 | 0

# The closing 6 compounds of the part above are carried over, then new ones follow.
SMILES | ROC1-CUL1 inh
CCOc1ccccc1N1C(=O)c2ccc(C(=O)Nc3ccc(Br)cc3C(=O)O)cc2C1=O | -3
COc1cccc(NC(=O)CN(Cc2ccccc2)S(=O)(=O)c2ccc3nc(C)sc3c2)c1 | -8
CCc1cc(Br)ccc1NC(=O)c1ccccc1OC1=NC(OC)CC(OC)=N1 (stereo not given) | 1
O=C(N[C@@H]1C[C@H]1c1ccccc1)c1coc(CN2CCN(c3ncccn3)CC2)n1 | -5
COCCCNC(=O)Cc1ccc(Br)cc1 | -8
COc1ccc(-c2oc3ncn4nc(COc5c(C)cccc5C)nc4c3c2-c2ccc(OC)cc2)cc1 | 0
O=C(Cn1nc(C(F)(F)F)cc1C1CC1)N1CCc2ccccc21 | -5
O=C(Cn1nnc2ccccc21)N/N=C/c1ccc(O)cc1O | -1
CCN1C(=O)C2(OCCO2)c2c(Cl)ccc(Cl)c21 | -4
COC(=O)c1cc2c(nc1C)-c1ccccc1OC2O (stereo not given) | 1
COc1ccc(Cn2cc(C(=O)c3ccc(Cl)cc3)c(=O)c3cc4c(cc32)OCO4)cc1 | 0
CCOC(=O)c1ccc(OCCOc2ccc(Br)cc2)cc1 | 0
CCc1ccc(NC(=O)CSc2nnc(CN3CCOCC3)n2-c2ccccc2)cc1 | -3
O=C(c1ccccc1F)N1CCc2cc(S(=O)(=O)N3CCOCC3)ccc21 | 4
COc1ccc(C(CC(=O)NCc2ccccc2Cl)N2Cc3ccccc3C2=O)cc1OC (stereo not given) | 3
COCCNC(=O)CN1C(=O)COc2ccc(S(=O)(=O)N3CCCCCC3)cc21 | -8
CCN1CCCC1CNCc1ccc(C)s1 (stereo not given) | 6
Cc1ccc(Cn2c(-c3ccccc3)c(-c3ccccc3)c3c(=O)[nH]cnc32)cc1 | -6
Fc1ccc(-n2nnnc2SCc2ccc(Cl)cc2Cl)cc1 | 3
COc1ccccc1CNC(=O)Cc1c(C)c2cc3c(C)coc3c(C)c2oc1=O | -5
COc1ccc(NS(=O)(=O)Cc2ccc(C)cc2)cc1 | 2
CCCCCOc1cccc(C2C(C(=O)c3ccc(F)cc3)C(=O)C(=O)N2Cc2ccncc2)c1 (stereo not given) | -1
COCCN1CC(CNC(=O)c2cc(COc3c(C)cccc3C)on2)CC1=O (stereo not given) | 13
CCNCCOC(c1ccccc1)c1ccccc1 | -5
O=C(NC(NC(=S)Nc1ccc(Cl)cc1)C(Cl)(Cl)Cl)c1ccc(F)cc1 (stereo not given) | 0
NC(=O)c1ccc(C2CCCN2C(=O)c2onc3ccccc23)s1 (stereo not given) | 12

# Following part:
SMILES | ROC1-CUL1 inh
O=C(NCc1ccccc1F)c1cc2ccccn2n1 | -8
COc1cc2ccccc2cc1C(=O)Oc1ccc(C)c(C)c1 | 5
CC(c1nccs1)N(C)C(=O)c1cc(COc2ccccc2F)[nH]n1 (stereo not given) | -3
O=C1OCc2cc(Br)ccc21 | 13
O=C(O)CN1C(=O)S/C(=C\c2ccc3c(c2)OCO3)C1=O | -7
CCCCN(CC)CCNC(=O)CN1C(=O)COc2ccc(S(=O)(=O)N3CCOCC3)cc21 | 9
COc1cccc(NC(=O)CN2CCCN(S(=O)(=O)c3ccc(Br)cc3)CC2)c1 | -3
O=c1cnc2cc(C(F)(F)F)ccc2[nH]1 | -5
CCN1CCN(C2(C(=O)NC3CCc4ccccc43)Cc3ccccc3C2)CC1 (stereo not given) | -1
CC1CC(C)CN(S(=O)(=O)c2cc(C(=O)O)c(Cl)s2)C1 (stereo not given) | -9
COc1cc(-c2cc3cc(Cl)ccc3oc2=O)c([N+](=O)[O-])cc1OC | -7
CN(Cc1ccccn1)c1ccc(C(=O)N2CCCC(Cn3ccnc3)C2)cn1 (stereo not given) | 1
O=C1CCC(=O)N1c1ccc(F)cc1F | 4
COc1ccc(NC(=O)C2C(C)=Nc3nc(CCCO)nn3C2c2ccc(Cl)c(Cl)c2)cc1 (stereo not given) | 9
N#Cc1c(C(F)(F)F)cc(-c2cccs2)nc1SCC(=O)Nc1ccc(F)cc1 | -12&13
Cc1cccc(S(=O)(=O)N2CCCC(CO)(Cc3cccc(Cl)c3)C2)c1 (stereo not given) | -8
CN(c1ccccc1)c1nc(-n2nnc3ccccc32)nc(-n2nnc3ccccc32)n1 | -6
CC1(C)CC(NC(=O)c2cc3cc(Br)cc(Br)c3oc2=O)CC(C)(C)N1 | 10
Brc1cc(Br)c2ccccc2n1 | -6
CCOc1ccc(Br)cc1C1C2=C(N=C(C)C1C(=O)OC)c1ccccc1C2=O (stereo not given) | 2

# Next part; it opens with the 3 that closed the last part.
SMILES | ROC1-CUL1 inh
CC1(C)CC(NC(=O)c2cc3cc(Br)cc(Br)c3oc2=O)CC(C)(C)N1 | 10
Brc1cc(Br)c2ccccc2n1 | -6
CCOc1ccc(Br)cc1C1C2=C(N=C(C)C1C(=O)OC)c1ccccc1C2=O (stereo not given) | 2
COc1cccc(CNCCSc2nnnn2C)c1OCc1ccccc1 | -4
O=C1OC2(c3ccccc31)C(c1ccccc1)CC(=O)N2Cc1ccccc1 (stereo not given) | -2
O=C(N1CCN(Cc2ccc3c(c2)OCO3)CC1)N(c1ccccc1)c1ccccc1 | -1
O=C(c1ccccc1OCCOc1ccccc1)N1CCCC1 | -5
CC(=O)Nc1ccc2nc(C)sc2c1 | 8
c1ccc(C2=Nc3cccc4cccc(c34)N2)cc1 | -6
Cc1cccc(OCC(=O)N(Cc2sccc2C)C2CCS(=O)(=O)C2)c1 (stereo not given) | 2
CC(C)Nc1nc(-c2ccccc2Cl)nc2ccccc12 | -7
CCOC(=O)NN=C(c1ccc(Cl)cc1)c1ccc2c(c1)CC(C)(C)O2 | -4
CC(=O)OCCC[N+]1(C)CCC(c2ccccc2)CC1 (stereo not given) | 9

# These rows are one share of the data; rates above refer to the full screens.
